High-throughput results (PubChem BioAssay)
HSF-1 act = HSF-1 activators, primary screen, NIH3T3-HGL cells, MG132 stress, luminescence, single point | NIH3T3-HGL HSF-1 luciferase reporter, 8 h; 100% = twice DMSO control signal | activation, % at 9 µM | 300,000 compounds, 1.7% hits | AID 504408, 2011;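 active = mean replicate activation of at least 50% with a set share of replicates each reaching 50%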;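 note: 0% = median of the neutral control wells and 100% = twice that signal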
IEC-6 tox = cytotoxicity in IEC-6 intestinal epithelial cells, primary screen, cytotoxicity control for KLF5 inhibitor project, cell-based, luminescence; IEC-6 cytotoxicity, luminescence viability; 290,000 compounds, 0.78% hits; inhibition, % at 5 µM; in the data active = inhibition above about 22%;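 note: 0% = plate median of test compound wells and 100% = cytotoxic reference compound wells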
GSK3B inh = human GSK3beta kinase inhibitors, primary screen, biochemical, cell-free homogeneous, HTS; Glycogen synthase kinase-3 beta (Homo sapiens), P49841; GST-GSK3beta kinase, ADP-Glo luminescence, 60 min; active compounds read low; activity score (negative = inhibition), % at 10 µM; 300,000 compounds, 0.038% hits;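 active = more than half of replicate wells score below -50%, meaning over 50% inhibition versus plate controls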;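 note: 0% = median DMSO wells and -100% = median GW8510 positive control wells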
Target sequence (P49841 whole entry, looked up): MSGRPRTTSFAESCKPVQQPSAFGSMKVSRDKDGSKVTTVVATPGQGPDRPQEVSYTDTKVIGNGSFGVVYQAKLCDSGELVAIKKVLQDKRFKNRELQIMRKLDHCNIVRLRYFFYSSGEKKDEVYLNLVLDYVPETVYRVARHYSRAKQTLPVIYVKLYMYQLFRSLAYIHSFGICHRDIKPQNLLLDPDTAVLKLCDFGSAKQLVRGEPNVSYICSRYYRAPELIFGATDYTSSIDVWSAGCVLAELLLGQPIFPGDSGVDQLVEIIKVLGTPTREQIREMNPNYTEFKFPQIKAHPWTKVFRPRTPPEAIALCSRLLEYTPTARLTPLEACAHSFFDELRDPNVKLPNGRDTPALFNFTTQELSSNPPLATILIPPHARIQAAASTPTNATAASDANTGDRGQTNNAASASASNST
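Test system: GST-tagged human GSK3beta kinase, cell-free; evaluation: activity score scaled between in-plate DMSO and GW8510 controls; measured by: ADP-Glo luminescence; incubation: 60 min reaction, RT; benchmarks: DMSO and 20 µM GW8510; reagent: peptide substrate plus 25 µM ATP (final); medium: Tris/MgCl2 kinase buffer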
HSF1 inhib = HSF1 inhibitors in luciferase reporter cells, primary screen, cell-based, NIH3T3, luminescence. NIH3T3-HGL HSE-luciferase, MG132-induced, luminescence 8 h; active compounds read low. 300,000 compounds, 0.77% hits. AID 2098, 2009. activity change, negative = inhibition, % at 7.5 µM (by protocol);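 active = more than half of replicate wells show activity change below -50%, luminescence cut by over half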;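 note: luciferase reports HSF-1 transcriptional activity via heat shock element; 0% = median of DMSO wells and -100% = zero luminescence signal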
KLF5 inhibitor = KLF5 expression inhibitors, primary screen, DLD-1 cells, luminescence; DLD-1 KLF5 promoter-luciferase reporter; inhibition, % at 5 µM; 290,000 compounds, 0.23% hits; AID 1700, 2009;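 active = inhibition above a per-plate limit of that plate's mean compound inhibition plus 3 SD, cut at about 60% in these data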;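 note: 0% = DMSO wells and 100% = LY294002 at 200 µM; higher means less KLF5 promoter-driven luciferase light; inactives centre near -14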
HSP90 refold inh = HSP90 inhibitors, primary screen, cell lysate, luminescence; Rabbit reticulocyte lysate, luciferase refolding luminescence, 3 h; inhibition, % at 5.6 µM; 290,000 compounds, 0.91% hits; AID 1789, 2009;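 active = inhibition above the screen-wide mean plus 3 SD, computed separately per campaign, cut at about 16% in these data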;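 note: 0% = DMSO wells and 100% = 60 µM geldanamycin wells; inhibitors lower the luminescence because luciferase stays unfolded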
aSyn 5UTR inh = MLPCN primary screen, SNCA 5' untranslated region; alpha-synuclein 5'UTR reporter, inhibitor activity; 300,000 compounds, 0.82% hits; inhibition, % (tested at 7.5 µM); in the data active = inhibition above about 60%;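 note: H4 neuroglioblastoma cells stably carrying SNCA 5'UTR luciferase fusion; 0% = DMSO wells and 100% = positive control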
GSK3 alpha inh = blockers of GSK3A enzyme activity – biochemical, luminescence, cell-free homogeneous, HTS, primary screen; Glycogen synthase kinase-3 alpha (Homo sapiens), P49840; GSK-3 alpha kinase, ADP-Glo luminescence, 60 min; inhibition, % at 10 µM; 320,000 compounds, 0.1% hits; AID 2650, 2010;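 in the data active = inhibition above about 50%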;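 note: GST-tagged GSK-3 alpha with peptide substrate and 25 µM ATP; 0% = DMSO neutral wells and 100% = GW8510 positive control wells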
Target sequence (P49840 whole entry, looked up): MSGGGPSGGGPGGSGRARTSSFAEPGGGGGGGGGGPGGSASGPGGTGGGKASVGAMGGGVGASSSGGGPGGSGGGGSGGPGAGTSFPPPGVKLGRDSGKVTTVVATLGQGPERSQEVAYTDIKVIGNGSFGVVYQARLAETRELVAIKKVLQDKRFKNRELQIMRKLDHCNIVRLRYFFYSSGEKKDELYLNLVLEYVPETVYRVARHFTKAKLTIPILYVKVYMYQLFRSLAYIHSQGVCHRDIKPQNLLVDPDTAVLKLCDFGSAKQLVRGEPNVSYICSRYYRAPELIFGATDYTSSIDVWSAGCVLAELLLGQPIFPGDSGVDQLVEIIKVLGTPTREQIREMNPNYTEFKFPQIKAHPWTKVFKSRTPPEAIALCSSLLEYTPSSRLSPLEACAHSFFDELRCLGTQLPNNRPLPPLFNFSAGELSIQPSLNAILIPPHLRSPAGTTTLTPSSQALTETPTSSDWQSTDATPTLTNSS
AI-2 QS modul = Vibrio harveyi AI-2 quorum sensing modulators, primary screen, JMH597 strain, luminescence/OD600 ratio; activity change, % at 7.5 µM; AID 2094, 2009; 300,000 compounds, 0.4% hits; Vibrio harveyi JMH597 AI-2 luminescence/OD600 ratio, 9 h; active compounds read low; strain lacks LuxN and CqsS sensors; 0 = neutral-control median; in the data active = activity change below about -75%, passing the limit was not always enough;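 note: luminescence divided by OD600 gain over 9 h not by final OD600 alone; inactives centre near 13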
PolyA inh = polyadenylation inhibitors in yeast reporter cells, primary screen, luminescence, S. cerevisiae; S. cerevisiae SKY197-pL101 polyadenylation reporter, beta-gal luminescence; efflux-impaired pdr1/pdr3 knockout yeast; score 100 = 6 SD above DMSO; calls only at 12 µM; 300,000 compounds, 0.02% hits; AID 1875, 2009;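 active = lowest replicate activity score at least 50, where 100 means six control SD above control mean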;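 note: yeast exposed to compound for 9 h at 30 °C; higher score means more reporter readthrough which indicates perturbed polyadenylation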
Numbers without * were called inactive; i = inactive; · = no result given.

SMILES	HSF-1 act	IEC-6 tox	GSK3B inh	HSF1 inhib	KLF5 inhibitor	HSP90 refold inh	aSyn 5UTR inh	GSK3 alpha inh	AI-2 QS modul	PolyA inh
CC(=O)c1ccc(/C=C/c2nc3ccccc3n2C)o1	66*	-6	2	25	-9	2	-91	5	-2	i
O=C(CCS(=O)(=O)c1ccc(Br)cc1)NCc1ccco1	8	0	-1	-5	10	-4	-8	-1	5	i
CN(Cc1cnn(C)c1)Cc1nc(COc2ccccc2)no1	8	0	-1	8	18	0	-39	-2	26	i
Cc1cc(C(=O)COC(=O)CCc2nc3ccccc3s2)c(C)n1C	4	0	-2	13	4	0	3	·	6	i
O=C(c1ccc2oc(Cc3ccc(Cl)cc3)nc2c1)N1CC[C@H](O)C1	-2	-3	-12	8	-15	-1	-17	21	3	i
O=C(Nc1ccccc1F)c1ccc(CNS(=O)(=O)c2cccc(C(F)(F)F)c2)cc1	13	-1	0	5	3	1	-15	3	32	i
Cc1nn(-c2ccc(F)cc2)c(Cl)c1/C=C/C(=O)N1CCNC(=O)C1	22	6	3	6	-12	0	7	1	16	i
CCN1CCn2c3c(c4cc(Br)ccc42)CCCC31 (stereo unspecified)	5	6	5	9	-19	-4	-17	4	23	i
CCOc1ccc(CCNC(=O)c2ccc(OCc3c(C)noc3C)cc2)cc1OCC	-9	·	·	-2	·	·	-4	-3	·	i
CC(Nc1ncnc2ccccc12)c1ccccc1 (stereo unspecified)	1	28*	3	-7	-49	0	47	2	27	i
C/C(=N\NC(=O)CN1CCN(S(=O)(=O)c2ccc(C)cc2)CC1)c1cccnc1	27	-1	3	-5	-13	-2	11	2	14	i
COC(=O)c1sccc1Oc1c(Cl)cccc1[N+](=O)[O-]	-4	9	3	-6	1	2	-11	-4	20	i
CC(/C=C/c1ccccc1)=N/NC(=O)CNC(=O)c1ccccc1F	5	0	2	1	-27	-2	6	0	20	i
NC(=O)CC(NC(=O)Cc1cccc2ccccc12)c1ccc(NCc2ccc(F)cc2)c([N+](=O)[O-])c1 (stereo unspecified)	4	·	-3	2	·	·	22	1	-5	i
CC1N(C(=O)N(C)C)CCN1S(=O)(=O)c1ccccc1 (stereo unspecified)	1	3	0	-6	-24	0	1	-2	15	i
C=C(C)C1Cc2c(C)nn(-c3cccc4ccccc34)c2C1 (stereo unspecified)	-5	-1	-3	0	-39	0	28	-1	15	i
COCCCNC(=O)c1ccccc1N(Cc1ccccc1)S(=O)(=O)c1ccccc1	5	-4	3	0	-26	-5	5	-1	-25	i
CCN1CCN(c2nn3c(=O)c4ccccc4nc3c3ccccc23)CC1	-1	3	-3	-3	-17	1	-42	3	14	i
Cc1ccc(CNC(=O)CS(=O)CC(=O)O)cc1 (stereo unspecified)	1	0	8	-3	-8	-3	-8	-4	18	i
COc1ccc2oc(=N)c(C(=O)Nc3ccc(C)cc3)cc2c1	12	2	-3	0	-103	-1	-101	-2	9	i
Cc1ccc(-n2c(C)cc(C(=O)COc3c(CO)cc(F)cc3CO)c2C)cc1C	56*	0	3	11	-5	6	-1	-2	2	i
CCOC(=O)C1=C(C)NC(=O)NC1c1ccc(Br)s1 (stereo unspecified)	35	0	4	9	-8	3	2	-1	-3	i
NC(CO)C(O)c1ccc([N+](=O)[O-])cc1 (stereo unspecified)	0	-5	3	2	-1	1	6	-3	35	i
NS(=O)(=O)c1ccc(CNC(=O)/C=C/c2ccccc2)cc1	-1	1	-1	-5	-12	2	-2	-1	-37	i
O=C1c2ccccc2C(=O)c2c1oc(C(F)(F)F)c2C(=O)c1ccccc1	-80	-3	0	-78*	-44	-1	101*	-2	10	i
Cc1cc(C)nc(SCC(=O)NC2CCCCC2C)n1 (stereo unspecified)	-8	·	-2	7	·	·	-15	-1	6	i
O=C(Nc1nccs1)c1ccc(NC(=O)c2ccco2)cc1	8	2	-2	5	-92	-1	-142	-1	11	i
Cc1ccc(Nc2nc(C)c(CCC(C)C)c(=O)[nH]2)cc1	6	-5	3	7	-1	3	-94	4	15	i
Cc1cc(C)n2nc(-c3ccc(F)cc3)nc2n1	25	5	-1	5	-42	-8	-109	0	9	i
COc1ccc(CCN(C)C(=O)c2cc(-c3ccccc3)nc3ccc(C)cc23)cc1OC	-23	4	1	-6	-25	-4	-4	-3	33	i
COC(=O)[C@]1(CC(C)C)N[C@H](c2ccc(-c3ccc(Cl)c(Cl)c3)cc2)[C@@H]2C(=O)N(C)C(=O)[C@@H]21	-6	·	3	-7	·	·	33	-1	27	i
CCOc1cc(CNCCSc2nnnn2C)cc(Br)c1OCc1ccccc1F	-10	7	-1	-1	3	7	16	1	20	i
O=C(CCNC(=O)Cn1ccc2ccccc2c1=O)NCCc1ccc(Cl)cc1	13	1	-1	2	-19	3	-12	-2	19	i
O=C(Cn1nc(C(F)F)cc1C(F)F)NNC(=S)Nc1ccc(Cl)cc1	8	-4	-2	6	-16	-3	22	-5	3	i
CC(=O)Nc1ccc(NC(=O)C(C)OC(=O)c2ccc3c(c2)OCCO3)cc1 (stereo unspecified)	-10	0	-1	-10	-29	-2	-2	0	20	i
O=C(CCN1CCCC1Cc1ccccc1)c1ccc2c(c1)OCCO2 (stereo unspecified)	7	7	2	-5	-19	10	0	-2	-12	i
CCC(C(=O)Nc1ccon1)c1ccccc1 (stereo unspecified)	2	2	0	-1	-13	2	-1	1	0	i
O=C1/C(=C\c2ccco2)SC(=S)N1c1ccccc1	1	0	2	8	-31	-3	-50	3	21	i
Cc1ccc(C)c(N2CC(=O)N(c3cc(C)ccc3C)CC2=O)c1	-3	-3	1	3	-11	-1	11	0	20	i
Cc1cc(C)n2nc(N)c(N=Nc3cccc(Cl)c3)c2n1	56*	8	-2	7	-11	1	4	·	6	·
CCN(CC)S(=O)(=O)c1ccc(NC(=O)CCNC(=O)c2ccccc2)cc1	0	3	-2	5	-11	1	19	0	16	i
CCOC(=O)COc1ccc2c(=O)c(-c3ccccc3OC)coc2c1	3	-13	2	1	-15	3	9	0	16	i
COc1ccc2cc(C(=O)N3CCC(Cc4ccccc4)CC3)[nH]c2c1	31	6	2	13	-23	-2	-77	-2	-4	i
CCOC(=O)C1CCCN(CCC(C)c2ccccc2)C1 (stereo unspecified)	-34	-2	1	-16	-24	2	-3	-2	11	i
CCCN(CCC)C(C)C(=O)NCC1(c2ccccc2)CCCC1 (stereo unspecified)	4	6	-2	6	19	3	5	-1	42	i
COc1ccc(NC(=O)Nc2cccc3ccccc23)cc1OC	6	2	0	7	-65	4	-25	3	6	i
NC(=O)Cn1nc([N+](=O)[O-])nc1Oc1ccccc1C(=O)N1CCOCC1	-2	5	3	-6	10	-6	-3	0	14	i
Cc1ccccc1N(CC(=O)NCC1CCCO1)C(=O)CCC(=O)Nc1nccs1 (stereo unspecified)	-1	4	0	-7	-14	-4	8	-1	17	i
CN(Cc1ccc(F)cc1)C(=O)c1sccc1-c1ccccc1	19	9	9	-5	-26	-3	20	·	7	i
O=C(Nc1ccccc1C(=O)NCc1ccco1)Nc1cccc2ccccc12	-14	0	4	8	11	2	-35	-3	15	i
CCOC(=O)N1CCc2c(sc3c2c(=O)n(Cc2ccccc2)c(=O)n3CC(=O)NCC2CCCO2)C1 (stereo unspecified)	-10	3	2	8	-13	1	-3	-1	5	i
COc1cccc(C(=O)NCc2cccnc2)c1	3	4	1	-1	19	4	21	-2	14	i
COc1ccccc1-c1nnc(SCC(=O)NC2CCS(=O)(=O)C2)n1N (stereo unspecified)	4	3	3	-1	-11	-4	-1	-1	9	i

These rows are one share of the data; count on the stated rates, not on these rows.
